# NR2E3 ag-1 – NR2E3 (human) agonism; Q9Y5X4; GST-NR2E3/biotin-RetCOR TR-FRET, 1536-well; inhibition of corepressor binding, % at 4.78 µM; actives 0.12% (n = 320,000); AID 2300;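 active = percent inhibition above the cutoff of mean plus 3 SD of all tested compounds, set per screening campaign, cut at about 20% in these data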;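 also: 0% = DMSO wells and 100% = biotin wells as full block of FRET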
# Target sequence (Q9Y5X4 whole entry, looked up): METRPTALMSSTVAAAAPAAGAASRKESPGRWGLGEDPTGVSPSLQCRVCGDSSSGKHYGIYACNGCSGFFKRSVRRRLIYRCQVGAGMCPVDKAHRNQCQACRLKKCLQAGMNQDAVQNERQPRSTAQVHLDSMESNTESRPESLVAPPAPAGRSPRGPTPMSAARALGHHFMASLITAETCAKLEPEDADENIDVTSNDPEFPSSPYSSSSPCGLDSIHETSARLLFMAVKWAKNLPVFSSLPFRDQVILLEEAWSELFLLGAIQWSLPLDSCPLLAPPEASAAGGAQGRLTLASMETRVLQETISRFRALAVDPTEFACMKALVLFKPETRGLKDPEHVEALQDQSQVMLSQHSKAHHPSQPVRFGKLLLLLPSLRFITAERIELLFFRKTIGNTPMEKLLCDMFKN
#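 System: GST-tagged NR2E3 plus biotinylated RetCOR corepressor; Amount: 1.35 nM GST-tagged NR2E3 final; Dosing: single nominal compound dose of 4.8 µM; Schedule: 5 h incubation at 4 °C; Technique: TR-FRET with europium anti-GST and streptavidin-D2, 340 nm excitation; Controls: biotin wells as high control, 0.6% DMSO wells as low control.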
# KKLEB tox – counter-screen for CF NF-kB inhibitors: cytotoxicity. KKLEB CF airway cells viability, ATPlite luminescence, overnight; active compounds read low; cells stimulated with P. aeruginosa culture filtrate. activity change (cytotoxicity), % at 5 µM. actives 0.36% (n = 360,000). AID 602141;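 active = corrected activity change at or below -50% at 5 µM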
# CF NFkB inh – cystic fibrosis NF-kB activation inhibition; actives 0.86% (n = 360,000); inhibition, % at 5 µM; KKLEB NF-kB-GFP reporter, PAF-induced, GFP fluorescence overnight;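 active = at least 50% inhibition at 5 µM, scaled per plate between neutral and stimulator controls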;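 also: PAF is a Pseudomonas aeruginosa culture filtrate used as stimulus; plate controls were PAF-stimulated DMSO wells for no effect and unstimulated DMSO wells for full effect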
# Shn3 inh set2 – inhibitors of Schnurri-3 3'UTR reporter in osteoblasts; inhibition, % at 12.5 µM; Clone20 osteoblast Shn3 3'UTR firefly luciferase, 24 h; actives 0.52% (n = 360,000);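 active = mean inhibition of at least 75% with every replicate also reaching 75%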;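 also: 0% = median of neutral control wells and 100% = pilot-screen positive control compound; some compounds past the cut are filed as inactive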
# CaV13 FRET inh – Primary screen for inhibitors of IQ motif and Ca2+-dependent inactivation inhibitor domain binding in CACNA1D, Förster resonance energy transfer in living cells, …; HEK cells, CFP/YFP FRET ICDI-IQ, plate reader, 10 min; percent FRET-ratio fall versus neutral wells; inhibition, % at 12.3 µM; actives 0.098% (n = 340,000);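 active = mean replicate inhibition of at least 30% and at least 1% of replicates passing that level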;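 also: 0% = median of the neutral control wells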
# Vif inh – HIV Vif inhibition | HEK293T cells, Vif self-association by quenched fluorescence, imaging, 24 h | inhibition, % at 7.49 µM | actives 0.35% (n = 340,000) | AID 602346; in the data active = inhibition above about 50%, passing the limit was not always enough; also: some results filed as inactive read as strong as hits
# Peg3 promoter – reduces Peg3 promoter-driven luciferase expression in HeLa. HeLa PEG-Prom luciferase reporter, luminescence, overnight. inhibition, % at 20 µM. actives 1.7% (n = 360,000). AID 588405;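 active = inhibition of at least 50% at 20 µM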
# MITF TRPM1 inh – MITF TRPM1 promoter inhibition in SK-MEL-5 cells. SK-MEL-5 TRPM1 promoter luciferase, 24 h. inhibition, % at 12.5 µM. actives 0.83% (n = 330,000). AID 488899;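 active = mean inhibition across replicates of 60% or more, whatever share of single replicates reaches that level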; also: values of inactives mirror those of a sister screen read the other way
# HIF-2a inh – inhibitors of HIF-2a. 786-0 RCC cells HIF-2a reporter, luciferase luminescence, overnight. inhibition, % at 18.8 µM. actives 0.72% (n = 360,000). AID 624352;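 active = inhibition of the luminescence signal of 40% or more relative to plate controls, in a single-dose primary screen at 18.75 µM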
# NR2E3 ag-2 – human photoreceptor-specific nuclear receptor agonism | inhibition of corepressor binding, % at 3.98 µM | CHO-S Gal4-NCOR/VP16-NR2E3 two-hybrid, luciferase | AID 602229 | actives 0.35% (n = 360,000);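 active = inhibition above the mean of all tested compounds plus 3 SD, cut at about 70% in these data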;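 also: 0% = DMSO with NR2E3 transfected cells and 100% = cells lacking NR2E3 construct; higher means lower luciferase signal from less NR2E3 corepressor binding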
# PDI inh – PDI (human) enzyme inhibition. P07237. PDI insulin aggregation turbidity, A650, 90 min. inhibition, % at 10 µM. actives 0.052% (n = 350,000). AID 588391;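 active = mean inhibition across replicates of 30% or more, whatever share of single replicates reach that level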;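 also: absorbance from insulin aggregation driven by PDI reduction with DTT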
# Target sequence (P07237 whole entry, looked up): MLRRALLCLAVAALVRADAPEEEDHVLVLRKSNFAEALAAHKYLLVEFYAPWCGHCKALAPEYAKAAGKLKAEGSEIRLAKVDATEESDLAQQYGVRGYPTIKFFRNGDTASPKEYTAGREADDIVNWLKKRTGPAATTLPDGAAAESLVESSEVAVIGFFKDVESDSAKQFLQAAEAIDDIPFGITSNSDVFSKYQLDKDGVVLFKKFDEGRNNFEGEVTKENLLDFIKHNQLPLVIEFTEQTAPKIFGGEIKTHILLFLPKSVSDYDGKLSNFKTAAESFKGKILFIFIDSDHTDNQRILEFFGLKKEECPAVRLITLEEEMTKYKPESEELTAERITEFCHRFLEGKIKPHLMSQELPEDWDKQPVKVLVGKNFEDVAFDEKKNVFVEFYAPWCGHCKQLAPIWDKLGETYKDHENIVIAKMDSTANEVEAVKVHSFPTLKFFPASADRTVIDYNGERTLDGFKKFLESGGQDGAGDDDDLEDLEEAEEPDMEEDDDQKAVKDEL
# The depositor's hits bear a star; . = not tested or not shown.
no.	mol	NR2E3 ag-1	KKLEB tox	CF NFkB inh	Shn3 inh set2	CaV13 FRET inh	Vif inh	Peg3 promoter	MITF TRPM1 inh	HIF-2a inh	NR2E3 ag-2	PDI inh
1	CCOC(=O)C1Cc2c([nH]c3ccccc23)CN1 (configuration not stated)	1	16	-8	-19	-3	4	-1	-17	-3	-20	-3
2	Cc1cc(C(=O)N/N=C2\CCCC(=O)C2)c2ccccc2n1	-1	21	1	-8	-12	-4	-2	3	14	-25	-5
3	Cc1ccc(Nc2nc(-c3ccncc3)nc3ccccc23)cc1	-1	-13	-2	13	-3	0	6	.	18	9	5
4	COc1ccc2[nH]c(=O)c(CN(C(=O)C(C)C)c3ccccc3OC)cc2c1	4	-1	-11	-29	-20	3	-31	-10	-39	-47	4
5	NC(=O)CSc1nnc(C2CC2)n1-c1ccccc1	1	2	13	1	-5	-2	1	12	9	-22	4
6	CC(C)(C)C1CCCCC1NC(=O)c1ccncc1 (configuration not stated)	.	7	-2	-21	-5	3	-4	-2	21	-17	4
7	CN(C)S(=O)(=O)N1CCN(C(=O)N2CCCCC2)CC1	0	7	15	16	.	3	14	9	4	1	0
8	Cc1cc(NC(=O)CCC(=O)N(c2ccccc2)C(C(=O)NC(C)(C)C)c2ccccc2Cl)no1 (configuration not stated)	2	7	7	-2	-7	0	9	-6	4	-27	-2
9	O=C(O)CC(Cc1ccccc1)C(=O)NCC12CC3CC(CC(C3)C1)C2 (configuration not stated)	3	1	-3	9	-4	-13	14	-3	10	18	4
10	CC1CCCC(C)N1C(=O)COC(=O)CN1C(=O)c2ccccc2C1=O (configuration not stated)	.	18	-2	-6	-3	-2	-9	-5	15	12	3
11	OC(COc1ccccc1)CN1CCCC1 (configuration not stated)	-4	0	0	-11	-4	4	11	5	-2	14	1
12	O=C(N[C@@H](Cc1ccccc1)C(=O)N1CCN(S(=O)(=O)c2ccc(F)cc2)CC1)c1ccco1	.	4	2	17	-4	8	0	-6	11	9	1
13	[O-][N+]12CCN(CC1)c1ccccc12	2	5	6	-18	-8	-1	-80	1	-108	-72	7
14	OCCCNC(=S)Nc1ccc2nc(-c3ccccn3)c(-c3ccccn3)nc2c1	3	8	-2	8	-7	10	9	1	9	-8	7
15	CCN(c1ccccc1)S(=O)(=O)c1ccc(OC)c(NC(=O)c2ccc(=O)[nH]c2)c1	.	-11	7	-5	-10	45	13	-9	12	-1	7
16	CC(=O)O[C@H]1[C@@H](O)[C@H](O)[C@H](Oc2c(O)c(C)c3c4c2[C@@H](C)CC[C@@H]4[C@@H](C)C[C@@H]3C=C(C)C)O[C@H]1C	.	-3	2	7	.	-4	18	.	-1	-22	.
17	Cn1cnc2c(cnn2C)c1=O	.	-4	-6	-26	-5	-4	14	-2	14	5	1
18	COc1ccccc1C(=O)Nc1ccnn1C1CCN(Cc2ccc3nonc3c2)CC1	2	0	10	8	-2	10	23	5	8	-15	-1
19	CCOC(=O)Cn1cnc2sc3c(c2c1=O)CCC3	-1	0	12	2	-9	5	14	-4	1	-8	-1
20	CC(Sc1nncs1)C(=O)Nc1ccc2c(c1)OCO2 (configuration not stated)	1	11	-20	-8	-4	8	-38	-10	-56	-27	-3
21	CC(=O)c1ccc(OCCCC(=O)Nc2ccc3c(c2)OCCO3)cc1	-1	-5	2	-4	-2	-4	-7	2	-10	9	13
22	c1ccc(-[n+]2nc(Nc3cccc4ccccc34)sc2-c2c3ccccc3cc3ccccc23)cc1	1	-29	46	73	.	-4	12	2	-30	12	0
23	O=C(Nc1ccccc1)N1CCCN(c2c(Cl)cncc2Cl)CC1	1	-20	21	1	-4	-3	5	12	19	-12	-4
24	O=C(O)COc1ccccc1/C=N/NC(=O)c1ccc(F)cc1	1	0	-9	-6	-3	2	8	5	-1	12	-1
25	O=C(c1c(F)cccc1F)N1CCN(c2ccccc2F)CC1	-5	6	-8	-1	.	-3	3	0	10	10	-2
26	Cc1nc(C)n(C(C)CNS(=O)(=O)c2ccc(C)c(C)c2)n1 (configuration not stated)	3	-14	4	-17	-2	7	11	-17	4	-21	-5
27	O=C(OCC(=O)c1c[nH]c2ccccc12)c1ccc(OC(F)F)cc1	.	5	-45	-48	-7	.	-41	.	11	-8	6
28	COc1ccccc1N(Cc1cc(=O)[nH]c2ccccc12)C(=O)C(C)C	-1	-12	-16	16	-4	-8	3	20	23	-27	-12
29	Cc1cccc(N(Cc2ccccc2)C(=O)c2ccc(F)c(S(=O)(=O)N3CCOCC3)c2)c1	-1	-1	-3	17	-6	-9	26	13	8	-10	6
30	O=C(CN1C(=O)CCSc2ccccc21)NC1CCCCC1	0	-7	8	6	-2	3	9	-1	7	-5	5
31	O=C(CSc1nnc(CNC(=O)c2cccs2)o1)Nc1ccccc1	2	-5	6	5	-5	0	8	0	16	14	0
32	O=C(N/N=C/C1=Cc2ccccc2OC1)c1ccncc1	-6	4	-3	-11	-5	-5	-50	-43	-58	-13	-5
33	COc1ccc(-c2csc(Nc3ccc(S(=O)(=O)Nc4cc(C)on4)cc3)n2)cc1C	-6	-9	19	-7	-5	-4	15	10	19	16	2
34	CCCS(=O)(=O)N1CCCC(C(=O)NCCCN(C)c2ccccc2)C1 (configuration not stated)	2	-12	3	-38	.	-1	4	-7	16	-8	10
35	COc1ccc(NC(=O)c2cc(-c3cc(Cl)ccc3OC)n[nH]2)c(C)c1	.	4	-15	12	-11	14	13	.	8	8	2
36	C[N+]1(CC(=O)OCCCc2ccccc2)CCCCC1	-4	-12	12	2	-20	-1	-12	-10	-1	3	1
37	O=C1c2cccc3c([N+](=O)[O-])ccc(c23)C(=O)N1O	1	13	-21	-2	-24	-1	21	50	-1	8	-6
38	Cc1ccc(CCNC(=O)CNC(=S)N(Cc2ccccc2)Cc2cccnc2)cc1	-1	-4	-31	12	4	-5	-5	2	17	-13	7
39	O=C(NCCCN1CCCC1)C1CCC(=O)N1C1CCCCC1 (configuration not stated)	2	-8	14	3	-9	6	-19	5	17	-8	4
40	Cc1ccc2c3c([nH]c2c1C)-c1nonc1CC3	0	-6	-14	-33	-5	-1	-187	-41	-265	-58	-1
41	NC(=O)NC(CC(=O)NCCc1ccc(S(N)(=O)=O)cc1)c1ccccc1Cl (configuration not stated)	2	-4	10	26	-4	8	15	-1	12	12	1
42	Cc1nc2c(OCCOc3ccc(F)cc3)cccn2c1N(C)C(=O)CCC1CCCC1	.	-18	9	4	-9	13	-1	.	1	5	5
43	COc1ccc(OC)c(S(=O)(=O)Nc2cc3c4c(c2)CCC(=O)N4CCC3)c1	-3	-8	4	25	-5	-13	-15	-4	-1	10	3
44	CCOC(=O)C(C)Oc1cccc2c(=O)n(CC(=O)NCCc3ccccc3)ccc12 (configuration not stated)	5	-2	4	-13	-2	-1	10	-1	7	5	0
45	O=C(Nc1cccc2cccnc12)c1ccc(Cl)cc1	.	6	-4	-14	-6	0	-132	-16	-154	-32	-3
46	Cc1cccc(CN2CCN(C3CN(Cc4cn(Cc5ccccc5C(F)(F)F)nn4)S(=O)(=O)C3)CC2)c1 (configuration not stated)	.	5	-17	-8	-9	-5	1	.	2	-8	.
47	C/C(=N\OC(=O)Nc1ccccc1)c1ccc(C)cc1	-2	12	-8	-61	8	4	-307	-100	-286	-63	5
48	Cc1cc(Br)c(OCc2ccc(C(=O)N/N=C3\CC4CC=CC34)cc2)c(Br)c1 (configuration not stated)	3	18	-8	5	-5	-4	4	2	-2	-18	-5
49	CC(OC(=O)c1ccccc1N1C(=O)C2C3CCC(C3)C2C1=O)C(=O)c1ccccc1 (configuration not stated)	1	-2	-5	-16	-5	0	24	-8	22	-9	-6
50	COc1ccccc1CNC(=O)C1CCN(S(=O)(=O)c2c(C)noc2C)CC1	1	-4	1	0	-5	-2	6	-2	6	-19	0
51	CCn1c(CN2CCN(c3ccc(OC)cc3)CC2)nc2cc(S(=O)(=O)N(C)C)ccc21	3	4	-2	2	-4	22	9	17	7	-21	6
52	C[C@H](CO)N1C[C@H](C)[C@@H](CN(C)S(=O)(=O)c2ccc(C#N)cc2)OCc2cnnn2CCCC1=O	.	-18	-1	-15	-6	4	7	.	14	1	1
53	N#Cc1ccc(CN(Nc2ccccc2)c2ccccc2)cc1	.	4	-48	-6	-6	-1	22	.	-1	-1	-7
54	COc1cc(C2CC(C(F)(F)F)n3ncc(C(=O)O)c3N2)cc(OC)c1OC (configuration not stated)	0	14	3	-16	-4	5	2	10	22	-7	6
55	NS(=O)(=O)c1ccc(NC(=O)CSc2nnc(-c3ccc(O)cc3)o2)cc1	2	8	-26	-13	-4	3	-2	0	5	-14	11
56	CCCc1cc(CN2CCOCC2)c(O)c(CN2CCOCC2)c1O	.	4	-1	2	-3	1	-1	1	6	3	4
57	CCCN1C(=S)SC(C)(C)C1/[N+]([O-])=C/c1cccnc1 (configuration not stated)	0	-1	16	14	-3	-9	12	6	17	-1	12
58	CCOc1ccc(C2C(C(=O)c3ccc(C)o3)=C(O)C(=O)N2c2nc(C)c(C(=O)OC)s2)cc1 (configuration not stated)	8	0	6	-32	-8	0	-99	-10	-83	-55	16
59	COc1ccc(CNC(=O)CC[C@H]2O[C@@H](n3cc(C)c(=O)[nH]c3=O)C[C@@H]2O)cc1	.	11	2	6	-4	-1	-2	.	10	8	.
60	Cc1ccc(CN2CCCC(CO)(Cc3ccccc3C)C2)s1 (configuration not stated)	2	-7	-5	20	-7	-5	7	-2	16	-8	2

# Reprinted from the part before: 2 compounds; new compounds follow.
no.	mol	NR2E3 ag-1	KKLEB tox	CF NFkB inh	Shn3 inh set2	CaV13 FRET inh	Vif inh	Peg3 promoter	MITF TRPM1 inh	HIF-2a inh	NR2E3 ag-2	PDI inh
59	COc1ccc(CNC(=O)CC[C@H]2O[C@@H](n3cc(C)c(=O)[nH]c3=O)C[C@@H]2O)cc1	.	11	2	6	-4	-1	-2	.	10	8	.
60	Cc1ccc(CN2CCCC(CO)(Cc3ccccc3C)C2)s1 (configuration not stated)	2	-7	-5	20	-7	-5	7	-2	16	-8	2
61	C=C(C)c1cccc(C(C)(C)NC(=O)N2CCN(C(=O)OCC)CC2)c1	.	-2	-7	6	-5	-9	4	.	18	-19	-2
62	CCn1c(CNC(=O)c2ccco2)nnc1SCC(=O)Nc1cc(C)c(C)cc1Br	-2	2	-16	-6	-4	-3	10	2	16	5	-7
63	CN(CC(=O)Nc1cccc(F)c1)C(=O)c1cc(=O)[nH]c2ccccc12	-2	-4	7	6	-6	-12	16	-5	9	-9	8
64	COc1ccc(OC)c(NC(=O)CSc2nnc(CCCO)n2-c2ccccc2)c1	2	2	5	2	-6	4	10	-3	2	-8	-4
65	CCOC(=O)/C(=C\c1ccccc1)NC(=O)c1ccccc1	4	3	-12	0	5	-3	3	-8	-101	-1	-8
66	Nn1cnc2c([nH]c3ccccc32)c1=O	-1	-1	12	-12	-3	-8	3	12	27	-1	3
